# Bioassay records: PubChem, several laboratories
# KOR beta-arrestin-1: kappa opioid receptor activators – cell-based, luminescence, uHTS, primary screen (AID 1777) | activation, % at 10 µM; hits with a dose series show EC50 in µM | actives 0.02% (n = 280,000) | KOR beta-arrestin recruitment, luminescence; higher % means a stronger effect; in the data active = activation above about 50%, passing the limit was not always enough; note: a part of the inactive calls stands beside numbers as strong as those of hits
# NOD2 inhibition: NOD2 signaling inhibitors, cell-based, luminescence, uHTS, HEK293 (AID 1566); HEK293 NOD2/NF-kB luciferase reporter, luminescence; higher % means a stronger effect; inhibition, % at 4 µM, or EC50 in µM where a hit was titrated; actives 0.63% (n = 290,000); note: many of its hits are not listed in these tables
# TNAP activation fold: stimulation of alkaline phosphatase TNAP activity – biochemical, luminescent, no phosphate acceptor, uHTS, primary screen (AID 1001); purified TNAP, luminescent activation assay, no phosphate acceptor; higher activation fold means a stronger effect; one-dose activation fold at 20 µM; EC50 in µM for titrated hits; actives 0.03% (n = 200,000); in the data active = activation fold from about 3, or a potency from the dose series; inactive = the rest, 99 in 100 with activation fold below about 1.6; note: many of its hits are not listed in these tables
# KOR beta-arrestin-2: KOR antagonists, beta-arrestin recruitment, cell-based, luminescence, uHTS (AID 1778). actives 0.091% (n = 290,000). KOR beta-arrestin recruitment, luminescence, antagonist mode; higher % means a stronger effect. inhibition, % at 10 µM; hits with a dose series show IC50 in µM; note: strong numbers were not always called active
# NOD1 NF-kB reporter: NOD1 signaling inhibitors, primary screen, cell-based, luminescence, uHTS (AID 1578); one-dose inhibition, % at 4 µM; EC50 in µM for titrated hits; actives 1% (n = 290,000); NOD1-driven NF-kB luciferase reporter cells, luminescence; higher % means a stronger effect; in the data active = inhibition mostly above about 36%, no sharp cut-off; inactive = mostly below about 34%;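 note: HEK-293T reporter cells stimulated with the NOD1 agonist gamma-tri-DAP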
# NTR1 ag: agonists of NTR1, primary screen, imaging, U2OS cells, beta-arrestin-GFP, high content (AID 493036); NTR1-U2OS beta-arrestin-GFP spot imaging, agonist mode; activation, % at 20 µM; P30989; actives 0.17% (n = 330,000);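 active = activation at or above 40% of the spot to cytoplasm intensity ratio, with at least 20 cells analyzed; inconclusive = wells under 20 cells, flagged as cytotoxic or low count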;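 note: 0% = DMSO without peptide and 100% = 100 nM NTR1 peptide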
# Target sequence (P30989 whole entry, looked up): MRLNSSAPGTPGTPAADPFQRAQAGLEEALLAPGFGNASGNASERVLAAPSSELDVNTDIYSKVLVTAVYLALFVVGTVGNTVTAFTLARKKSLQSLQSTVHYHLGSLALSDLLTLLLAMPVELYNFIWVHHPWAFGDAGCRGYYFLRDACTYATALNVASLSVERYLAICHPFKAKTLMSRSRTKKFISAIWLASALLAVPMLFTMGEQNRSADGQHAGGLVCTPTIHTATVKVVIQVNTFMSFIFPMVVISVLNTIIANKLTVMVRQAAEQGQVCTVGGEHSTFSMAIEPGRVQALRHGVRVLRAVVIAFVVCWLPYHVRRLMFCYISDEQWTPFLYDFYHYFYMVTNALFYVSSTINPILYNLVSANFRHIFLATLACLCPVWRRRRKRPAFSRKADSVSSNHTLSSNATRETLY
# Yfh1-depleted yeast: mitochondrial function rescue without frataxin homolog – Friedreich's ataxia, plus single-dose screen, dose response (AID 1465) | S. cerevisiae Yfh1-off respiration, WST-1 reduction, 72 h; higher fold induction means a stronger effect | actives 0.074% (n = 220,000) | fold induction at 50 µM; hits with a dose series show EC50 in µM;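 active = fold induction of absorbance versus untreated yeast above a set limit, then at least 30% activation at any dose in follow-up; inconclusive = repeats straddling the limit, or above it without dose testing; inactive = fold induction below the set limit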;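 note: activators that raise dye reduction in frataxin-depleted yeast; strong numbers were not always called active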
# ER stress rescue: protection against thapsigargin-triggered cell killing – 384-well, CSM14.1, ATP luminescence, primary screen (AID 1222); CSM14.1 thapsigargin-induced death rescue, ATP luminescence; higher % means a stronger effect; cellular ATP content (survival), % at 20 µM; hits with a dose series show EC50 in µM; 190,000 tested, under 10 active;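 active = EC50 below 50 µM in the dose-response confirmation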;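 note: death triggered by thapsigargin at about 15 µM added after 2 h compound pretreatment; cell ATP read after overnight thapsigargin exposure of roughly 18 to 22 hours; normalized against plate controls of thapsigargin alone and 5% DMSO vehicle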
# GPR55 activation: selective activators of receptor GPR55 – imaging, U2OS cells, beta-arrestin-GFP redistribution, primary screen (AID 1961) | U2OS GPR55 beta-arrestin-GFP redistribution imaging; higher % means a stronger effect | activation, % at 10 µM, or EC50 in µM where a hit was titrated | actives 0.048% (n = 290,000);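 active = activation above 40% with more than 50 cells counted in the well; inconclusive = wells holding fewer than 50 cells, flagged as toxic or sparse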;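 note: U2OS osteosarcoma cells stably expressing GPR55 and beta-arrestin-GFP; plate controls were DMSO negative control for no effect and LPI positive control for full effect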
# NTR1 ag cell count 20 µM: further read-out of NTR1 ag, marked with its call; cell count; measured here: cell count, cytotoxicity flag
# * hit, by the source's call; i = inactive; ? = inconclusive; . = not tested or not shown; [ ] = remark or other dose. Cut-off read from the data, not from the text of the source, unless noted: active = inhibition above about 50%; inactive = the rest. Only part of the results is shown; the hit share may differ from the screen's.
SMILES,KOR beta-arrestin-1,NOD2 inhibition,TNAP activation fold,KOR beta-arrestin-2,NOD1 NF-kB reporter,NTR1 ag,NTR1 ag cell count 20 µM,Yfh1-depleted yeast,ER stress rescue,GPR55 activation
COc1cccc(CNC(=O)C2CCCN(S(=O)(=O)c3c(C)[nH]c(=O)[nH]c3=O)C2)c1 (stereo not drawn),-1.2%,15.8%,1,24.3%,-10.2%,-0.1,54,i,-3.6%,0.0%
O=C(COc1ccc(Cl)cc1)NCCNc1ccc([N+](=O)[O-])cc1,7.4%,16.5%,.,8.1%,-11.4%,-1.0,79,.,.,-0.2%
CC1CN(C(=S)Nc2ccc(F)cc2F)CC(C)O1 (stereo not drawn),-5.8%,2.0%,.,-5.0%,-40.1%,-0.8,62,.,.,-0.1%
O=C1CC(c2ccco2)CC(O)=C1C=NCCN1CCN(C(=O)Nc2ccc(Cl)cc2)CC1 (stereo not drawn),6.0%,15.5%,1.1,23.0%,-13.9%,3.2,46,i,-0.7%,-0.8%
CCC(=O)OCn1nnc2ccccc2c1=O,-3.8%,7.6%,1.1,-21.5%,3.1%,1.2,42,i,-1.2%,0.2%
COc1ccc(C(=O)NCCCc2ccccc2)cc1OC,7.8%,-17.1%,.,-10.4%[20 µM],33.7%,0.2,53,.,.,-0.2%
CCc1nnc(SCC(=O)Nc2nccs2)n1CC,5.2%,-0.7%,.,6.8%,-29.4%,1.3,69,.,.,0.0%
CN(Cc1nc(-c2cnccn2)no1)C1CC(C)(C)NC(C)(C)C1,-5.3%,-10.3%,1.1,12.9%[20 µM],-25.4%,-1.2,65,i,0.0%,0.1%
CCCCC(CC)C(=O)Nc1cc([N+](=O)[O-])ccc1F (stereo not drawn),-3.2%,10.3%,1,2.9%,-22.0%,-1.2,102,i,-0.7%,-0.2%
CC(C)NC(=O)Cn1cc(C(=O)C2CC2)c2ccccc21,-2.1%,4.5%,1,11.3%[20 µM],-14.8%,-1.8,78,i,-1.0%,0.0%
Cc1ccc(-c2c(C(=O)N/N=C/c3ccsc3)nnn2-c2nonc2N)cc1,0.1%,-4.5%,.,-44.6%,7.9%,5.1,49,.,.,-0.1%
O=C(CSc1nnc(SCc2ccc(F)cc2)s1)Nc1ccc(C(=O)O)cc1,3.4%,-140.1%,.,10.3%,-11.2%,-1.4,65,i,.,0.0%
O=c1[nH]n(-c2ccccc2)c(=O)c2ccccc12,-2.0%,-4.3%,1,-14.3%,-14.1%,0.9,72,.,.,1.2%
O=[N+]([O-])c1cccc(-c2cn3nc(-c4ccccc4)c(-c4ccccc4)nc3n2)c1,-6.5%,45.7%,.,29.0%,-2.4%,1.4,48,i,.,0.6%
O=c1[nH]c(=O)n(Cc2ccccc2)c2nc(-c3ccc(C(F)(F)F)cc3)n(CCO)c12,-0.8%,7.2%,.,6.5%,-3.0%,1.8,57,.,.,-0.1%
O=C(c1ccncc1)N1CCc2ccccc2C1,1.4%,-16.3%,.,-2.9%,-32.9%,0.1,43,.,.,0.0%
CC(C)c1ccc(NC(=O)CSc2nc3ccsc3c(=O)n2CCC(=O)O)cc1,-1.6%,9.1%,.,33.4%,-24.8%,0.0,45,.,.,-0.2%
Nn1c(SCC(=O)NC2CCCC2)nnc1-c1ccccc1F,-4.3%,-11.2%,1.1,-3.1%,0.1%,0.8,61,i,-1.0%,-0.1%
O=C(CO)N/N=C/c1ccc(Cl)cc1,4.5%,-10.0%,1.1,-43.4%,.,-1.3,47,i,-1.8%,0.2%
CC(C)NC(=O)CC1C(=O)NCCN1CC(c1ccccc1)c1ccccc1 (stereo not drawn),-4.0%,4.3%,1.1,-10.3%,-28.9%,-0.3,68,i,-0.5%,0.4%
Cc1c(C(=O)OCC(=O)Nc2ccccc2OC(F)F)cccc1[N+](=O)[O-],12.6%,20.5%,1.1,-27.8%,-6.7%,2.1,98,i,6.3%,0.3%
CCOc1ccccc1NC(=O)CSc1nnc(-c2ccco2)o1,0.9%,-4.4%,1.1,-78.0%,-23.8%,0.3,36,i,-0.8%,-0.1%
CC1CC(C)CN(C(=O)Cn2nnc(-c3ccccc3)n2)C1 (stereo not drawn),0.7%,13.8%,.,7.9%,-11.8%,-1.3,39,.,.,-0.2%
CC(=O)Oc1ccc(-c2nc3cc(Cl)ccc3c(=O)o2)cc1,11.9%,15.2%,.,12.4%,-15.6%,2.7,53,.,.,-0.2%
Oc1ccc(C(c2nnnn2CCc2ccccc2)N2CCN(c3nc4ccccc4s3)CC2)cc1 (stereo not drawn),1.6%,6.2%,.,34.1%,-0.8%,8.6,61,i,.,0.0%
Cc1nnc(SCC(=O)O)o1,-0.6%,14.8%,1,-7.1%,-34.7%,1.0,58,i,-0.1%,-0.2%
CCCn1nc(NS(=O)(=O)c2ccccc2)c2cc3ccccc3nc21,-4.5%,5.9%,1.1,-22.1%,4.1%,-1.8,74,i,0.2%,0.1%
O=C(NCCCN1CCCC1)c1cccc(N2CCCC2=O)c1,-3.5%,2.9%,1.1,31.8%,-12.1%,-0.4,53,i,-1.1%,-0.1%
Cc1ccc2c(c1)N(CC(=O)N1CCN(c3ccccc3)CC1)C(=O)C(C)O2 (stereo not drawn),-1.4%,5.6%,.,-0.7%,-10.0%,0.2,64,.,.,0.3%
COc1ccc2[nH]c(CN3CCN(CCC(C)C)C(CCO)C3)c(C)c2c1 (stereo not drawn),0.6%,-3.0%,1,-37.5%,-32.5%,1.5,50,i,-0.2%,-0.2%
Cc1ccc(OCC(=O)N2CCN(C(=O)c3cccnc3)CC2)cc1,-2.7%,-2.8%,1,16.8%,-26.0%,0.0,81,i,-0.9%,0.5%
CCn1c(=NC(=O)c2cccc(N3C(=O)CCC3=O)c2)sc2c(C)ccc(OC)c21,0.9%,1.5%,.,-5.4%,-0.8%,19.8,89,i,.,0.1%
Cc1ccc(CNC(=O)C2CCC(=O)N2Cc2ccccc2Cl)cc1 (stereo not drawn),-3.5%,20.4%,.,24.1%,9.1%,-0.1,82,.,.,0.0%
CC(=O)N1CCc2cc(C(=O)CN3CCC(C)CC3)ccc21,-4.3%,11.0%,1.1,14.5%,0.3%,1.3,85,i,-0.1%,-0.1%
COc1ccc(-n2c(SCC(=O)Nc3sc4c(c3C#N)CCCC4)nnc2-c2ccccc2OC)cc1,3.3%,5.1%,1,-29.4%,-7.3%,4.0,27,?,2.5%,0.2%
COc1ccc(/C=C2\SC(=S)N(CCCC(=O)Nc3cccc(C(=O)O)c3)C2=O)cc1OC,1.0%,12.4%,.,-26.7%,-16.8%,1.4,73,.,.,0.2%
N#CC(=C1CCCC1)c1nc(-c2ccccc2O)cs1,-2.2%,-49.9%,1.1,-22.5%,-93.5%,7.7,63,i,-3.3%,-0.4%
Cc1cccc(NC(=O)CCN2C(=O)C3C4C=CC(C4)C3C2=O)n1 (stereo not drawn),-6.6%,9.2%,1.1,9.9%,-19.0%,-0.7,59,i,-0.6%,-0.2%
CCOc1ccccc1NC(=O)CC(O)(C(F)(F)F)C(F)(F)F,-1.9%,0.6%,1.1,2.8%,6.3%,-1.2,80,i,-1.3%,-0.4%
O=C(COc1cccc(Br)c1)N/N=C1\CCSC1,-4.6%,18.3%,1,-17.3%,-28.0%,0.9,51,i,-0.6%,-0.2%
CCCCNC(=S)Nc1cccc2cnccc12,-0.9%,15.1%,1.1,-2.3%,-0.7%,1.2,72,i,-3.3%,0.3%
COc1ccc(OC)c(S(=O)(=O)N/N=C\c2ccc3c(c2)OCO3)c1,8.3%,-26.9%,.,4.7%,-36.4%,-0.6,63,.,.,-0.1%
CCc1ccc(-n2cc(-c3ccc(F)cc3)[n+]3c2SCCC3)cc1,3.0%,25.7%,1.2,9.4%,8.8%,1.5,20,i,-1.2%,-0.7%
CCOc1ccccc1NC(=O)c1ccc2ccccc2c1,-3.5%,6.1%,.,-27.6%[20 µM],-5.5%,1.6,56,.,.,0.4%
O=C(CSc1nnc(CNC(=O)c2ccccc2)o1)NCc1ccccc1,10.4%,8.6%,.,-15.4%,-7.5%,0.4,57,.,.,-0.1%
O=C(O)CCS(=O)(=O)Cc1ccccc1Cl,-7.1%,6.0%,1.1,-3.6%,-10.5%,0.1,66,i,3.1%,0.2%
CN(CC(=O)Nc1ccc(F)cc1)C(=O)COC(=O)CN1C(=O)NC2(CCCC2)C1=O,12.8%,-8.5%,.,-20.4%,-5.9%,-0.1,59,.,.,-0.1%
CCOc1ccccc1N(C)C(=O)c1nn(-c2ccc(OC)cc2OC)c(=O)c2ccccc12,-4.8%,17.2%,1,-1.0%,-3.6%,1.2,86,i,-0.4%,0.8%
COc1ccc(NC(=O)CSc2c3c(nc4ccccc24)CCC3)c(OC)c1,6.5%,5.8%,1.2,1.0%,15.6%,-0.9,54,i,3.2%,0.1%
Cc1ccc(NC2=CC(=O)CC(C)(C)C2)cc1F,-3.1%,-4.3%,.,38.9%,-1.3%,0.0,61,.,.,0.0%
COc1ccccc1N1CCN(S(=O)(=O)c2ccc3nc(-c4ccccc4)[nH]c3c2)CC1,0.9%,7.8%,1,7.8%,-8.5%,7.6,70,i,-2.3%,0.4%
Cc1cccc(S(=O)(=O)NCCC(=O)OC(C)C(=O)NC(=O)NC2CCCCC2)c1 (stereo not drawn),-1.5%,4.6%,1.1,2.2%,-4.2%,3.1,34,i,0.3%,-0.1%
COc1cc(OC)c(S(=O)(=O)Nc2ccc(C)cn2)cc1NC(C)=O,-1.9%,8.8%,1.1,-13.9%,-22.1%,-0.4,52,i,-2.9%,-0.2%
Cn1c(SCC(=O)Nc2ccc(Br)cc2F)nnc1-c1ccco1,3.9%,4.9%,1.1,-56.9%[20 µM],-42.6%,1.1,55,i,1.6%,0.0%
COc1cccc(C(=O)NCC(=O)N/N=C/c2ccc3c(c2)OCO3)c1,3.5%,-17.0%,.,-17.8%,-8.0%,-0.7,45,.,.,0.8%
COC(=O)c1ccc(COc2ccccc2/C=C(\C#N)C(=O)Nc2c(C)cccc2C)cc1,1.9%,-82.6%,1.1,-70.3%,10.1%,18.0,55,i,1.3%,10.3%
COC(=O)c1cccc(NC(=O)c2cccc(OC)c2)c1,5.8%,-44.4%,1.1,3.9%,-29.6%,0.6,65,i,-0.9%,0.5%
COc1cc(NC(=S)N2CCCC(C)C2)c(OC)cc1Cl (stereo not drawn),-0.2%,-5.6%,1.1,9.7%,-15.6%,-0.1,47,i,-1.8%,-0.2%
CCOC(=O)c1nnn(-c2nn3nnnc3c3ccccc23)c1C,8.2%,11.0%,1,-41.7%,31.1%,1.3,86,i,-1.4%,-0.3%
